Lipid storage S3 = qHTS Assay for Lipid Storage Modulators in Drosophila S3 Cells; Drosophila S3 cells, BODIPY lipid droplet fluorescence, 18-24 h; cells fed with added oleic acid; Potency in µM for hits, for the others lipid storage change, negative = inhibition, % at the top dose, mostly 46.1 µM; actives 0.64% (n = 320,000); AID 2685; active = well fitted inhibition curve with a large enough effect in the signal ratio, with a control signal flat, not every such curve was filed as active; inconclusive = small, poorly fitted or top-dose-only effect, or effect the other way, or a change in a side signal; the % refers to the signal ratio
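Laser-scanning cytometry quantifies lipid droplet accumulation (500–530 nm total intensity; droplet/cell object ratio) in oleic acid-fed (400 uM added) Drosophila S3 cells treated with a concentration series. 20 uM Triacsin C defined 100% inhibition.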
Lipid storage S3 cell count max = recorded beside Lipid storage S3, whose call it bears; cell number change, %; measured here: cell count max response;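 cells counted by Cell Tracker Red CMTPX staining in the red channel; peak over a dose series mostly up to 46.1 µM; percent activity relative to internal control wells on each plate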
An asterisk follows results filed as active; i = inactive; ? = inconclusive; . = not tested or not shown. % is scaled to controls: 0 for no effect and ±100 for the full control effect; potency is read from the fitted curve at half-maximal effect.

Lipid storage S3	Lipid storage S3 cell count max	mol
?	.	CCOc1cc(NC(=S)NCC2CCCO2)c(OCC)cc1NC(=O)c1ccc(OC)cc1 (centres undefined)
?	.	COC(=O)C1=C(C(=O)OC)N2C=CC=CC2(C)C(C(=O)OC)=C1C(=O)OC (centres undefined)
?	.	CCOc1ccc(C(=O)OCC(=O)NCCNC(=O)COC(=O)c2ccc(OCC)cc2)cc1
?	.	O=C(Nc1ccc2c(c1)OCO2)c1cc(-c2cccnc2)nc2ccccc12
-6.7%	6.5	COc1ccnc(CSC(N)=Nc2ccccc2C(F)(F)F)c1
21.7%	.	Cc1ccc(S(=O)(=O)N(C)C)cc1NC(=O)COC(=O)C1CCN(S(=O)(=O)c2cccs2)CC1
?	.	O=C(Nc1cc(Cl)ccc1O)C1CCCO1 (centres undefined)
?	.	Cc1cccc(Nc2nnc(SCC(=O)c3ccc(O)cc3O)s2)c1
?	.	CCCCNS(=O)(=O)c1ccc(NC(=O)C2CCCO2)cc1 (centres undefined)
0.4%	5.1	Cc1ccc(C(=O)OCN2C(=O)c3ccccc3C2=O)o1
?	.	O=C(CCCCCN1C(=O)CCC1=O)Nc1ccc2c(c1)OCO2
?	.	CCc1sc(C(=O)N2CCN(c3ccc(F)cc3)CC2)cc1C
?	.	Cc1ccc(N=C2NC(=O)/C(=C/c3cn(C)c4ccccc34)S2)cc1C
7.31µM*	-46.5*	CN(C)CCn1c2ccccc2c2nc3ccc([N+](=O)[O-])cc3cc21
-35.5%	-12.0	CNC(=S)N/N=C/c1ccc2c(c1)OCCO2
-7.4%	16.1	COc1ccc(/C=C/C(=O)Nc2ccc(OC)cc2[N+](=O)[O-])cc1
?	.	O=C(O)c1cc(Br)ccc1NN=C1CCCCC1
11.4%	-7.5	CC(=O)C1=C(O)C(=O)N(Cc2ccccc2)C1c1ccc(F)cc1 (centres undefined)
?	.	COc1ccc(/C=C/C(=O)NC(=S)NNC(=O)c2cc(OC)c(OC)c(OC)c2)cc1
0.3%	-3.2	CCOC(=O)c1csc(NNC=O)n1

Two records picked at random from the list so far, as already listed:
Lipid storage S3	Lipid storage S3 cell count max	mol
?	.	COC(=O)C1=C(C(=O)OC)N2C=CC=CC2(C)C(C(=O)OC)=C1C(=O)OC (centres undefined)
0.3%	-3.2	CCOC(=O)c1csc(NNC=O)n1

Continued:
Lipid storage S3	Lipid storage S3 cell count max	mol
5.7%	12.0	CN(C)C1=NCCN1CC1CCCCCC1
-1.6%	4.1	C/C=C(/C)C(=O)O[C@@H]1[C@H](OC(C)=O)c2c(ccc3ccc(=O)oc23)OC1(C)C
-0.2%	-18.2	Cc1cc(C)c(OCC(=O)Nc2ccccc2N2CCOCC2)c(C)c1
-11.0%	-3.6	Cc1ccc(C)c(NC(CC(=O)c2ccccc2)C(=O)OCC(=O)c2cccs2)c1 (centres undefined)
12.7%	4.0	O=C(/C=C/c1ccc2c(c1)OCCO2)N1CCN(c2ccc(F)cc2)CC1
?	.	CCOc1cc(C2c3c(oc4cc(C)c(Cl)cc4c3=O)C(=O)N2Cc2ccco2)ccc1O (centres undefined)
-3.8%	-10.9	O=C(Nc1ccc(NC(=O)c2ccco2)nc1)c1cccnc1
?	.	CC1=C(C(=O)OCc2ccccc2)C(c2ccccc2Br)NC(=O)N1 (centres undefined)
?	.	Cc1cc(Cl)ccc1OCCCC(=O)N1CCCCC1
0.3%	6.9	O=C1CCCC/C1=C/Nc1ccc(S(=O)(=O)Nc2ncccn2)cc1
7.2%	18.5	COc1nccc(C(F)(F)F)c1C(=O)NC(=O)Nc1c(C)cccc1C
?	.	O=c1[nH]cnc2sc3c(c12)CCCCC3
?	.	CCN1CCc2nc(NC(=O)c3ccccc3)sc2C1
?	.	CCOc1ccc(C(CC(=O)O)NC(=O)c2ccco2)cc1OC (centres undefined)
-0.9%	14.3	COc1cc(NC(=O)c2ccc([N+](=O)[O-])cc2)c(OC)cc1NC(=O)CC(C)C
?	.	CCN(CC)c1ccc(-c2c(C#N)c(N)nc(OC)c2C#N)cc1
?	.	Cc1cc(SCC(=O)N/N=C/c2ccc(O)cc2O)nc2ccccc12
?	.	c1ccc(-n2ncc3c(NCc4ccccn4)ncnc32)cc1
?	.	O=C(Nc1nc2cc3c(cc2s1)OCO3)c1ccco1
-1.4%	4.9	Cc1ccc(NC(=O)C2C(=O)N(CCO)C3(C)CC2c2ccccc2O3)cc1 (centres undefined)

A few values from the results shown:
Entry for O=C1CCCC/C1=C/Nc1ccc(S(=O)(=O)Nc2ncccn2)cc1 under Lipid storage S3 cell count max: 6.9
Entry for COc1cc(NC(=O)c2ccc([N+](=O)[O-])cc2)c(OC)cc1NC(=O)CC(C)C under Lipid storage S3 cell count max: 14.3
Entry for C/C=C(/C)C(=O)O[C@@H]1[C@H](OC(C)=O)c2c(ccc3ccc(=O)oc23)OC1(C)C under Lipid storage S3: -1.6%

The main list resumes; the two compounds before the break are reprinted first.
Lipid storage S3	Lipid storage S3 cell count max	mol
?	.	O=C(Nc1nc2cc3c(cc2s1)OCO3)c1ccco1
-1.4%	4.9	Cc1ccc(NC(=O)C2C(=O)N(CCO)C3(C)CC2c2ccccc2O3)cc1 (centres undefined)
?	.	COc1ccccc1NC(=O)N(Cc1ccco1)Cc1cc2cccc(C)c2[nH]c1=O
i	11.7	CCCc1cc(=O)[nH]c(SCC(=O)Nc2nonc2C)n1
?	.	CCN(CC(O)CON=C1c2ccccc2-c2ccccc21)S(=O)(=O)c1ccc(C)cc1 (centres undefined)
?	.	CCN(CC(=O)NCc1cccs1)C(=O)/C=C/c1ccc(OC)c(OC)c1
?	.	COc1cccc(-c2[nH]nc3c2C(c2ccc(C)o2)C(C#N)=C(N)O3)c1 (centres undefined)
5.2%	-0.8	O=C(Cn1nnc2ccccc21)OCC(=O)c1ccc(Cl)c(Cl)c1
14.1%	5.8	CCN1CCN(C(=O)c2oc(=O)c3ccccc3c2-c2ccc(C)cc2)CC1
i	-12.3	COc1ccc(NC2CCCN(C(=O)CCN3CCOCC3)C2)cc1 (centres undefined)
?	.	COc1ccccc1OCC(=O)NCC1CCCN(Cc2cnn(C(C)C)c2)C1 (centres undefined)
?	.	CC(C)NC(=O)c1ccccc1NC(=O)Cc1ccc([N+](=O)[O-])cc1
?	.	COc1ccc(/C=N/Nc2nonc2N)c(OC)c1
-3.6%	1.5	Cc1ccc2nc(/C(C#N)=C\c3ccc(Oc4ccc(C(F)(F)F)cc4[N+](=O)[O-])cc3)[nH]c2c1
?	.	CCc1nc(N2CCCC2C(=O)O)c2oc3ccccc3c2n1 (centres undefined)
15.3%	-24.6	Clc1cccc(OCCn2ccnc2)c1
-0.1%	.	CC1(C)CC(=O)c2c(nc(SCC(=O)Nc3nsc(-c4ccccc4)n3)c(C#N)c2-c2ccccc2)C1
15.0%	-2.2	CCc1cccc(NC(=S)N(CCN(C)C)C(C)c2ccncc2)c1 (centres undefined)
5.1%	9.4	COc1ccccc1N1CCN(C2CC(=O)N(C)C2=O)CC1 (centres undefined)
?	.	COc1ccc(C2C(C(=O)c3ccco3)=C(O)C(=O)N2CCN2CCOCC2)cc1 (centres undefined)
-9.5%	2.7	O=C1OC2(CCCC2)OC(=O)C1=Cc1c[nH]c2ccccc12
6.0%	3.0	Cc1ccccc1SCC(=O)OCC(=O)Nc1ccc(N(C)C)cc1
?	.	COC(=O)[C@H](C)NC(=O)Nc1cc(OC)ccc1OC
?	.	COc1ccc(C(C#N)CCC2OCCO2)cc1OC (centres undefined)
?	.	CC(=O)Nc1ccc(SCC(=O)NC(=O)c2ccccc2Br)cc1
9.0%	3.3	O=C(CCCn1c(=O)c2sccc2n(CC(=O)NCC2CCCO2)c1=O)NCc1ccco1 (centres undefined)
2.4%	-13.5	Cc1ccccc1NC(=O)Nc1ccccn1
-16.9%	-4.8	CCCCc1cc(=O)oc2cc(C)cc(OCC(=O)NCCN3CCOCC3)c12
?	.	Cc1ccc(-c2nnn(CC(=O)N(c3ccccc3F)C(C(=O)NC3CCCC3)c3ccncc3)n2)o1 (centres undefined)
24.7%	3.0	O=C(OCC(=O)N1CCN(C(=O)c2ccco2)CC1)c1ccccc1Cc1ccccc1
i	.	COc1ccc([N+](=O)[O-])cc1NC(=O)CCS(=O)(=O)c1ccc(Br)cc1
9.0%	3.8	CCOc1ccc(OCC(=O)Nc2ccc(N3CCCCC3)cc2)cc1
?	.	CC(=O)N1CCN(C(=O)c2oc3ccccc3c2C)CC1
?	.	O=C1COc2ccc(C(=O)CCl)cc2N1
0.0%	0.2	N#Cc1nc(COc2ccccc2Cl)oc1N1CCCC1
?	.	O=C(Nc1ccc(Cl)cc1Cl)NC1CCCC1
10.5%	-0.6	Cc1cc(C)c2c(n1)nn1c(N3CCN(c4ccccc4)CC3)cc(C)nc21
?	.	CC(=O)c1ccc(OC(=O)c2cccs2)cc1
0.8%	17.4	Cc1cc2c(cc1S(=O)(=O)Nc1cccc(F)c1C)NC(=O)CO2
?	.	CC1(C)CC(=O)c2sc(NS(=O)(=O)c3ccc(Br)cc3)nc2C1
?	.	c1ccc(-c2nc(Sc3ncnc4c3cnn4-c3ccccc3)n[nH]2)cc1
?	.	CC(C)=CC(=O)OCc1cc([N+](=O)[O-])cc2c1OCOC2
?	.	COC(=O)C1=C(CN2CCN(C)CC2)NC(=O)NC1c1cc(C)ccc1C (centres undefined)
?	.	Cc1ccccc1OCC(=O)Nc1sc2c(c1C#N)CCC2
?	.	CN(/N=C/c1ccco1)C1=NS(=O)(=O)c2ccccc21
?	.	Cc1nc(NC(=O)C2CC2)sc1C(=O)Nc1ccccc1
-8.9%	2.9	CCCn1cc(C(=O)N(C)C2CCCN(Cc3ccccc3F)C2)c(C)n1 (centres undefined)
5.7%	-14.4	Cc1cc2oc(=O)cc(CNc3ccccc3F)c2cc1O
5.5%	2.5	COc1ccc(OCCn2c(=N)n(CCO)c3ccccc32)cc1
?	.	CN1C(=O)c2ccc(C(=O)Nc3ccc4c(c3)OCO4)cc2C1=O
-20.7%	-0.8	O=C(NNS(=O)(=O)c1ccccc1[N+](=O)[O-])c1cccnc1
?	.	CC12CCC(C/C1=N\N=C1\NC(=O)/C(=C\c3cccc(Br)c3)S1)C2(C)C (centres undefined)
26.8%	.	O=C(CNc1ccc2ccccc2c1)N/N=C/c1ccc([N+](=O)[O-])o1
?	.	COc1ccc(-c2cc(C(=O)N3CC(C)CC(C)C3)c3ccccc3n2)cc1OC (centres undefined)
6.1%	6.7	COc1ccc2c(CC(=O)OCC(=O)N3CCc4ccccc43)coc2c1
?	.	CCC[C@H]1CCCC/C=C\CCCC(=O)OCCN1C(=O)OC(C)(C)C
?	.	Cc1[nH]n(-c2ccccc2)c(=O)c1N=Nc1ccc(C#N)cc1
?	.	COc1ccccc1NC(=O)C(CCS(C)(=O)=O)N1C(=O)c2ccccc2C1=O (centres undefined)
-5.0%	0.8	Cc1ccc(C(=O)NC(C)C2CC3CCC2C3)c(C)c1 (centres undefined)
?	.	CC1(C)Oc2ccc(C(=O)NNC(=O)Nc3ccccc3)cc2NC1=O
?	.	CCOc1ccc(C(=O)NC(=S)Nc2cccc(S(=O)(=O)NC3=NCCC3)c2)cc1
?	.	CSc1nnc(C)c(/C=C/Nc2ccc(F)cc2F)n1

6 entries from above, sorted by formula weight, lowest first:
Lipid storage S3	Lipid storage S3 cell count max	mol
?	.	CSc1nnc(C)c(/C=C/Nc2ccc(F)cc2F)n1
?	.	Cc1nc(NC(=O)C2CC2)sc1C(=O)Nc1ccccc1
?	.	CN1C(=O)c2ccc(C(=O)Nc3ccc4c(c3)OCO4)cc2C1=O
?	.	COC(=O)C1=C(CN2CCN(C)CC2)NC(=O)NC1c1cc(C)ccc1C (centres undefined)
?	.	COc1ccccc1NC(=O)C(CCS(C)(=O)=O)N1C(=O)c2ccccc2C1=O (centres undefined)
?	.	CCOc1ccc(C(=O)NC(=S)Nc2cccc(S(=O)(=O)NC3=NCCC3)c2)cc1

Next structures:
Lipid storage S3	Lipid storage S3 cell count max	mol
?	.	COc1ccc(NC(=O)CSCc2ccccc2C)cc1
?	.	CC(Sc1nnc(NCc2ccccc2)s1)C(=O)Nc1ccc2c(c1)C(=O)c1ccccc1C2=O (centres undefined)
-6.6%	-9.7	CCOc1ccccc1NC(=O)CSc1nnc(NC(=O)c2ccco2)s1
-3.5%	-9.7	CCOc1ccc(CCNC(=O)C2=C(C)C(=O)OC23CCCCC3)cc1OCC
?	.	CCOc1ccc(NC(=O)CCC(=O)c2ccc(F)cc2)cc1
-2.4%	-4.6	COc1cc(C2C3=C(CC(C)(C)CC3=O)NC3=C2C(=O)c2ccccc23)ccc1O (centres undefined)
?	.	Cc1ccc(NC(=O)C2C3CCCC2C3c2ccccc2)c(C)c1 (centres undefined)
?	.	Cc1ccc(N=C2NC(=O)CC(C(=O)Nc3ccc4c(c3)OCO4)S2)cc1 (centres undefined)
-5.7%	19.3	CCc1ccc(N(CC(=O)NC(C)(C)C)C(=O)CCC(=O)Nc2ccccn2)cc1
0.9%	.	Clc1ccc(-c2noc(CN3CCOCC3)n2)cc1
3.2%	-13.2	Fc1ccc(C(c2nnnn2CCc2ccccc2)N2CCCc3ccccc32)cc1 (centres undefined)
?	.	COc1ccc(C2N(S(=O)(=O)c3ccc(C)cc3)CCN2S(=O)(=O)c2ccc(C)cc2)cc1
?	.	O=C(NN1CCOCC1)c1sc2cccc(F)c2c1Cl
?	.	CCOC(=O)c1ccc(NC(=O)CSc2nnc(CNC(=O)c3c(F)cccc3Cl)o2)cc1
?	.	COc1ccc(Cl)cc1NC(=O)CCN1CCN(Cc2ccccc2)CC1
?	.	Cc1ccc(-n2cc3ccc([N+](=O)[O-])cc3n2)cc1
?	.	N#CCCn1c(SCC(=O)NCC2CCCO2)nc2ccccc21 (centres undefined)
?	.	Cc1cc(C)c(C)c(/C=C(/C#N)C(N)=S)c1C
?	.	O=C(CNS(=O)(=O)c1ccccc1)Nc1ccccc1Br

This is a subset. The share of hits here may be higher or lower than overall.
